EphA4 KYL inhibition: inhibitors of EphA4 binding to KYL peptide, primary screen, biochemical, colorimetric, mouse EphA4 (AID 689); EphA4-AP binding to KYL peptide, pNPP A405; higher % means a stronger effect; inhibition, % at 10 µM, or IC50 in µM where a hit was titrated; hit rate 0.1% among 62,000; in the data active = a potency from the dose series; inactive = the rest, 99 in 100 with inhibition below about 22%
An asterisk follows results filed as active. This is a subset; count on the stated rates, not on these rows.

SMILES	EphA4 KYL inhibition
CCCn1nc(Oc2nc(SC)nc(N(C)C)n2)ccc1=O	-7%
N#CC(c1ccccc1F)(c1ncc(C(F)(F)F)cc1Cl)N1CCOCC1 (configuration not stated)	-30%
CC(C)(C)c1ccc(OCCON2C(=O)CCC2=O)c(Cl)c1	-26%
CCOc1ccc(OCC)c(NC(=O)C2CCN(S(=O)(=O)c3c(C)noc3C)CC2)c1	3%
Cc1cc2cc3c(cc2nc1SCC(=O)O)OCCO3	-19%
Cc1[nH]n(C(C)(C)C)c(=O)c1Sc1ccc(Cl)cc1	-12%
CCN(CC)Cc1cc(C(C)=O)ccc1OCC(C)C	-14%
COc1ccc(/C=C(/NC(=O)c2ccccc2)C(=O)N/N=C/c2ccc3c(c2)OCO3)cc1OC	-2%
CCOC(=O)C1CN(c2cc3c(cc2F)c(=O)c(C(=O)O)cn3CC)OC1C(=O)OCC (configuration not stated)	-6%
CCc1c(C(C)O)oc2ccc3c(C)cc(=O)oc3c12 (configuration not stated)	-3%
Cc1ccnc(NC(=O)C2CCN(S(=O)(=O)c3cccc4nonc34)CC2)c1	-10%
CN(C)c1ccc(-n2cc3c(=O)n(C)c(=O)n(C)c3c2)cc1	-15%
O=C(Cn1nc(-c2ccccc2)ccc1=O)NCC1CCCO1 (configuration not stated)	2%
CCc1nnc2sc(-c3ccc(NC(=O)c4ccco4)cc3)nn12	-10%
CC(CCc1ccccc1)NC(=O)c1ccc(C(=O)NC(C)CCc2ccccc2)cc1 (configuration not stated)	-11%
COC(=O)c1ccc(/C(O)=C(\C#N)c2nc3ccccc3s2)cc1	-5%
Cc1cc(N)n2nc(C)c(-c3ccccc3)c2n1	-11%
COc1cc(NC(=O)c2ccccc2)cc(OC)c1	-7%
Cc1ccccc1NC(=O)Cn1c(C)nc2ccc(NC(=O)C3CC3)cc2c1=O	0%
COc1ccccc1NC1C=CS(=O)(=O)C1 (configuration not stated)	-7%
c1ccc(-n2ncc3c(N4CCCCC4)ncnc32)cc1	-9%
CC(=O)C1=C(O)C(=O)N(c2cccnc2)C1c1ccc(Cl)cc1 (configuration not stated)	-12%
O=C(CCCn1cnc([N+](=O)[O-])n1)Nc1ccc(Cl)c(Cl)c1	-11%
Cc1cccc(CCNC(=O)CN(C)S(=O)(=O)c2ccc3c(c2)c(=O)n(C)c(=O)n3C)c1	-1%
COCCCn1c(-c2ccsc2)nc2c1c(=O)[nH]c(=O)n2Cc1ccccc1	6%

Arranged by number of heavy atoms (lowest first): 3 of the compounds above.
SMILES	EphA4 KYL inhibition
c1ccc(-n2ncc3c(N4CCCCC4)ncnc32)cc1	-9%
CC(C)(C)c1ccc(OCCON2C(=O)CCC2=O)c(Cl)c1	-26%
CCc1nnc2sc(-c3ccc(NC(=O)c4ccco4)cc3)nn12	-10%

Additional compounds
SMILES	EphA4 KYL inhibition
CCc1ccc(Cn2nnc(C(=O)NCc3ccccc3OC)c2N)cc1	-8%
OCCN(C=NC1=NN(c2cccc(C(F)(F)F)c2)CC1)CCO	-7%
C=CCNC(=O)c1ccc(Sc2ccc(C)cc2)c([N+](=O)[O-])c1	-10%
CCCCOc1ccc(OCCCC)c2c1NC1(N2)C(=O)N(C(C)=O)c2ccccc21	-2%
CCN(CC)C(=O)CSc1nnc(SCc2ccc(Cl)cc2)s1	-15%
COC(=O)c1cc(-c2ccc(Br)cc2)on1	-3%
Cc1ccc(C(=O)Nc2cc(-c3ccc(F)cc3)[nH]n2)cc1	-2%
CN(CC(CC(=O)Nc1nncs1)c1ccccc1)S(=O)(=O)c1ccc(Br)cc1 (configuration not stated)	-15%
COc1ccccc1NS(=O)(=O)c1ccc(Br)s1	-16%
Cc1ccc(NC(=O)c2ccc(CSc3nnnn3C)cc2)cc1	-9%
Brc1ccc(NC2=Nc3ccccc3CC2)cc1	1%
Cc1nc(C)c(C(=O)NCc2ccccc2Cl)o1	12%
O=C(Oc1ccc(OC(=O)c2ccco2)c(S(=O)(=O)c2ccc(Br)cc2)c1)c1ccco1	3%
Cn1c(=O)oc2cc(S(=O)(=O)N3CCCC(C(=O)NC4CCCc5ccccc54)C3)ccc21 (configuration not stated)	1%
Cc1ccccc1NC(=O)CCN1CCN(C/C=C/c2ccccc2)CC1	-14%
CCn1c(SCc2nc3ccccc3s2)nnc1-c1ccccc1	-3%
CC1CCCN(C(=O)C2CCN(CC3CC=CCC3)CC2)C1 (configuration not stated)	-7%
CN(C)S(=O)(=O)c1cccc(-c2nnc(SCc3ccc4c(c3)OCCO4)o2)c1	10%
Cc1c(Cl)cccc1NC(=O)CSc1ncnc2c1cnn2CCc1ccccc1	-4%
O=C(c1ccco1)N1CCN(CCN2C(=O)c3cccc4cccc(c34)C2=O)CC1	-15%
O=C(Nc1ccc2c(c1)OCO2)NC1(C(F)(F)F)Oc2ccccc2O1	-15%
Cc1occc1-c1nnc(SCC(=O)c2cc3ccccc3oc2=O)o1	-5%
CC(C)n1nc(C(=O)NCCc2ccc(S(N)(=O)=O)cc2)c2ccccc2c1=O	-12%
CC(C)Cn1c(=O)c2c(nc3n2CCCN3CCc2ccccc2)n(C)c1=O	0%
CC1(C)C(N(O)C(=O)Nc2ccccc2)N(c2cccc(Cl)c2)C(=O)N1O (configuration not stated)	-8%

Next part:
SMILES	EphA4 KYL inhibition
CCC(=O)N1CC2(CC(c3cccc([N+](=O)[O-])c3)=NO2)C[C@H]1C(=O)NCC(N)=O (some centres not stated)	-10%
O=C(NNc1nc2ccccc2s1)C1CC1	-7%
O=c1cc(-c2ccccc2)[nH]n1-c1nc2ccccc2[nH]1	-20%
COc1ccc(NC(=O)c2coc3ccccc23)cc1OC	-23%
Cc1oc2c(CN3CCOCC3)c(O)ccc2c(=O)c1-c1ccccc1	1%
O=C1N(O)C2(C=CCCC2)/C(=N\O)C12CCCCC2 (configuration not stated)	-7%
Cn1c2ccccc2n2c(=O)c(=O)n(CC(=O)c3ccc(F)cc3)nc12	2%
COCCNC(=O)CN(c1ccccc1OC)S(C)(=O)=O	-2%
O=C(Oc1ccc([N+](=O)[O-])cc1)c1cc(-c2ccccc2)nc2ccccc12	-6%
Cn1nnnc1SCc1cc(=O)[nH]c2ccccc12	-2%
Cc1ccc(NC(=S)c2nc3ccccc3[nH]2)cc1	0%
Cc1cc(C)cc(N(C(=O)Cc2cccs2)C(C(=O)NC2CCCCC2)c2ccccn2)c1 (configuration not stated)	-14%
CC(C)(C)NC(=O)C(c1ccc(F)cc1)N(Cc1ccco1)C(=O)c1csnn1 (configuration not stated)	-9%
COc1ccc(C2NCCO2)cc1OC (configuration not stated)	1%
O=C(Oc1ccc2c(Cl)c(C(=O)Nc3ccc(F)cc3)sc2c1)c1ccco1	-2%
Cn1c(-c2ccc(Br)cc2)cnc1NCc1cccnc1	-8%
COc1ccccc1S(=O)(=O)Cc1ccc(C(=O)N2CCN(c3ccccc3)CC2)o1	7%
CCOC(=O)c1cc(-c2ccncc2)nc2c1c(C)nn2C	13%
O=C(/C=C/c1ccc(Cl)cc1)N1CCN(c2ccc(Cl)cc2[N+](=O)[O-])CC1	6%
COc1cccc(-c2cnc(NCc3cc(Cl)ccc3O)n2C)c1	9%
CCn1c(=O)c(C(=O)CN2CCOCC2)c(N)n(Cc2ccccc2)c1=O	8%
COc1ccc2nc(NC(=O)C(NS(=O)(=O)c3cccc4nsnc34)C(C)C)sc2c1 (configuration not stated)	-4%
Cc1ccc(-n2cc(C(=O)c3ccc(F)cc3)nn2)cc1Cl	-5%
C/C(=N\OCC(=O)N/N=C/c1ccc(C)cc1O)c1cccs1	-6%
OC(c1cccnc1)c1cccs1 (configuration not stated)	-20%

Sorted by the number under EphA4 KYL inhibition (low to high): five from the list above
Molecule	EphA4 KYL inhibition
N#CC(c1ccccc1F)(c1ncc(C(F)(F)F)cc1Cl)N1CCOCC1 (configuration not stated)	-30%
CC(C)n1nc(C(=O)NCCc2ccc(S(N)(=O)=O)cc2)c2ccccc2c1=O	-12%
CC(CCc1ccccc1)NC(=O)c1ccc(C(=O)NC(C)CCc2ccccc2)cc1 (configuration not stated)	-11%
Cc1ccccc1NC(=O)Cn1c(C)nc2ccc(NC(=O)C3CC3)cc2c1=O	0%
CCOc1ccc(OCC)c(NC(=O)C2CCN(S(=O)(=O)c3c(C)noc3C)CC2)c1	3%

3 of these compounds, reformatted:
EphA4 KYL inhibition	molecule
-14%	Cc1cc(C)cc(N(C(=O)Cc2cccs2)C(C(=O)NC2CCCCC2)c2ccccn2)c1 (configuration not stated)
-9%	CC(C)(C)NC(=O)C(c1ccc(F)cc1)N(Cc1ccco1)C(=O)c1csnn1 (configuration not stated)
1%	COc1ccc(C2NCCO2)cc1OC (configuration not stated)

New compounds follow:
SMILES	EphA4 KYL inhibition
C=CCNC(=O)c1oc2ccc(S(=O)(=O)N(CC)CC)cc2c1C	10%
O=C(/C=C/c1ccccc1)NC(=S)Nc1cccc(Cl)c1	-8%
C=C(C)c1cccc(C(C)(C)NC(=O)NCCc2ccc(S(N)(=O)=O)cc2)c1	-7%
COC(=O)n1ccc(C(=O)Nc2ccccc2F)n1	-4%
COC(=O)C1=C(C)N(c2cccc(C)c2)C(=O)/C1=C\c1ccccc1[N+](=O)[O-]	6%
O=C(CCC(=O)OCC(=O)c1ccc(-c2ccccc2)cc1)Nc1cccc2cccnc12	-12%
O=C(NCCc1ccccc1)c1cc2sccc2n1Cc1ccccc1	-5%
COn1c(=O)c(=O)n(O)c2ccccc21	14%
Cc1noc(C)c1COc1cccc(C(=O)OCC(=O)N2CC(=O)Nc3ccccc32)c1	0%
O=C(CCn1nnc2ccccc21)Nc1nnc(Cc2ccc(F)cc2)s1	-9%
COCCCNC(=O)c1ccc2c(=O)n(C3CCCC3)c(=S)[nH]c2c1	-10%
O=C(NCC1CCCO1)C(C(=O)c1ccc(F)cc1)n1ccccc1=O (configuration not stated)	1%
COCCOC(=O)c1c(C)oc2ccc(NS(=O)(=O)c3cc(C)ccc3C)cc12	0%
CC(=O)NCc1ccc(-c2csc(N)n2)s1	8%
NS(=O)(=O)c1ccc(CCNc2nc(CN3CCOCC3)nc3sc4c(c23)CCC4)cc1	-11%
CCC(C)c1ccc(NC(=O)c2cccs2)cc1 (configuration not stated)	8%
O=S(=O)(Oc1ccccc1)c1cc(Cl)ccc1Cl	-1%
O=C(NCc1ccc2c(c1)OCO2)c1cc(-c2ccccc2Cl)on1	-14%
COc1ccc(S(=O)(=O)N2CCC(CN3C(=O)c4cccc5cccc(c45)C3=O)CC2)cc1	-15%
C=CCn1c(Cc2cccs2)nnc1SCC(=O)Nc1ccc(OC)cc1	-10%
COc1ccc(N2C(=O)/C(=C\c3ccsc3)SC2=S)cc1	1%
CCN(CC)c1ncnc2sc3c(c12)CCC3	3%
O=C(CCNS(=O)(=O)c1ccccc1[N+](=O)[O-])N(Cc1ccccc1)Cc1ccccc1	-10%
O=C(CN(C(=O)CNC(=O)c1ccco1)c1ccc2c(c1)OCO2)NC1CCCCC1	20%
COc1ccccc1CNC(=O)Cn1nnc(-c2ccncc2)n1	-4%

A second format for 5 compounds above:
smiles | EphA4 KYL inhibition
NS(=O)(=O)c1ccc(CCNc2nc(CN3CCOCC3)nc3sc4c(c23)CCC4)cc1 | -11%
CCC(C)c1ccc(NC(=O)c2cccs2)cc1 (configuration not stated) | 8%
O=S(=O)(Oc1ccccc1)c1cc(Cl)ccc1Cl | -1%
O=C(NCc1ccc2c(c1)OCO2)c1cc(-c2ccccc2Cl)on1 | -14%
COc1ccc(S(=O)(=O)N2CCC(CN3C(=O)c4cccc5cccc(c45)C3=O)CC2)cc1 | -15%

The list continues:
SMILES	EphA4 KYL inhibition
C=CCn1c(=N)n(CC(=O)OC)c2ccccc21	-4%
COc1ccc(Oc2cc(C)c3cccc(C)c3n2)cc1	11%
Cc1ccc(OCC(=O)Nc2ccccc2N2CCOCC2)c(C)c1	7%
Cc1c(=O)n(OCc2cccc(F)c2)c2ccccc2[n+]1[O-]	-8%
COc1ccc(-c2nc(SC)n(S(=O)(=O)c3ccccc3)n2)cc1	-6%
c1ccc(OCc2nnc3sc(C4COc5ccccc5O4)nn23)cc1 (configuration not stated)	29%
CCOC(=O)C1C(=O)CC(C)(O)C(C(=O)OCC)C1c1ccc(Br)cc1 (configuration not stated)	-15%
Cc1ccc(-c2cn3c(=S)[nH]nc3s2)cc1	-10%
COC(=O)CC12CC3CC(C1)CC(CC(=O)OC)(C3)C2	-4%
COc1ccc(N(CC(=O)N(C)Cc2ccccc2)S(C)(=O)=O)c(OC)c1	2%
Cc1ccc(/C=C(\C#N)C(=O)Nc2c(C)cccc2C)s1	-23%
O=C(CSc1nnc(-c2ccco2)o1)NC1CCCCCC1	5%
CC(=O)N1CCN=C1SCc1cccc(C(F)(F)F)c1	-14%
O/N=C1/CCSc2ccccc21	0%
COc1ccc(-c2cnc(SCC(=O)Nc3ccc4c(c3)OCO4)n2Cc2ccco2)cc1	20%
O=[N+]([O-])c1ccc2nc(-c3ccco3)[nH]c2c1	0%
COc1ccc(NC(=O)C2CC(=O)N(c3ccc(F)cc3)C2)c(OC)c1 (configuration not stated)	-6%
O=C(Nc1ccccc1)c1cc(-c2ccccc2Cl)no1	-3%
O=C(Nc1nnc(-c2cccs2)o1)c1cccc(C(F)(F)F)c1	-9%
CCc1c(C(=O)Nc2ccc(OC)cc2)[nH]c(C)c1C(C)=O	-8%
O=C(NCCN1CCOCC1)c1cc(=O)[nH]c2ccc(Br)cc12	-1%
COc1cccc(/C=N/n2c(CO)nc3ccccc32)c1OC	6%
COC(=O)c1[nH]c2ccc(Br)cc2c1NC(=O)CN1CCCCC1CCO (configuration not stated)	-15%
COC(=O)C1=C(O)/C(=C\c2ccc(CNC(=O)C(=O)Nc3ccc(C)c(C)c3)o2)N=C1C	7%
CC(C)c1ccc(NC(=O)C(=O)NCCO)cc1	-7%
O=C(CCn1c(=O)sc2ccccc21)NCc1ccccc1	-6%
O=C(c1ccc(Cl)cc1)c1cnc(-c2ccccc2)s1	-16%
CCCCOC(=O)c1ccc(NC(=O)Nc2ccc(OC)c(OC)c2)cc1	-7%
Cc1scc(C(=O)NNC(=S)NCC2CCCO2)c1C (configuration not stated)	-7%
NC(=S)n1[nH]c(-c2ccc([N+](=O)[O-])cc2)c(N=Nc2ccc(O)cc2)c1=O	-14%

Compound activity deposited in PubChem by Sanford-Burnham Center for Chemical Genomics.
